S100A4 MyoIIA – inhibitors of S100A4-myosin IIA peptide binding, primary screen, biochemical, fluorescence polarization, TAMRA-MyoIIA peptide. inhibition, % at 10.7 µM. AID 652163, 2013. Protein S100-A4 (Homo sapiens), P26447. 360,000 compounds, 0.14% hits;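 active = mean inhibition of at least 70% across replicates, with every replicate also reaching that level; inconclusive = mean inhibition reaches 70% but some replicates fall short; inactive = mean inhibition below 70%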
Target sequence (P26447 whole entry, looked up): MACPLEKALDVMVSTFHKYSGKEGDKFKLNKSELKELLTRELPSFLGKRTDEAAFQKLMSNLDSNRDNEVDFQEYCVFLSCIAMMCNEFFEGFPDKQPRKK
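Compound dosing: one dose per compound; test system: human S100A4 monomer with TAMRA-labelled myosin IIA peptide; probe or stimulus: TAMRA-labelled myosin IIA heavy-chain peptide probe, 5 nM; medium: HEPES buffer with Ca2+, pH 7.2; schedule: 5 min incubation before reading; benchmarks: neutral control DMSO, positive control TFP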
C2C12 statin – suppressors of statin myotoxicity in C2C12 myotubes, primary screen, cell-based, single point, plate reader; 330,000 compounds, 0.78% hits; C2C12 myotubes + simvastatin, ATP luminescence, 48 h; scaled: DMSO 0, geranylgeraniol control 100; AID 602340, 2012; rescue of ATP level, % at 7.49 µM;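 active = mean ATP rescue above about 67%, or every replicate alone reaching that limit, limit read from the data, passing the limit was not always enough; inconclusive = no clear call, values can overlap the other calls; inactive = mean under the limit and some replicate under it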;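 note: myotubes were challenged with 10 µM simvastatin during compound exposure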
Cneo AK release – Cryptococcus neoformans cell lysis inducers, primary screen, AK release luminescence, single concentration; C. neoformans lysis, adenylate kinase release luminescence, 4 h; normalised: neutral wells 0, clomiphene wells 100; lysis activity, % at 15 µM; 360,000 compounds, 0.2% hits; AID 651654, 2012;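 active = mean lysis activity across replicates of at least 80%, whatever share of replicates individually reach that level; inactive = mean lysis activity below 80%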
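Signal: Adenylate kinase release luminescence | Assay system: Log-phase Cryptococcus neoformans yeast cells | Input: Cells at 5 × 10^6 per mL | Buffer or medium: Fresh YPD growth medium | Compound: Single dose | Schedule: Static 4 h at 37 °C with compound, 1 h detection | Controls: Clomiphene | Read-out: Luminescence rise reflecting yeast cell lysis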
Xi reactivation – activators of inactive X chromosome reactivation, primary screen, imaging, XiGFP fibroblasts, GFP high-content imaging, set 2 | XiGFP mouse fibroblasts, % GFP-positive cells imaging, 3 d; cells co-treated with 5-aza-dC sensitizer; scaled so ellipticine positive control = 100% | activation, % at 7.58 µM | 360,000 compounds, 0.055% hits | AID 743238, 2013;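 active = mean normalized replicate activation at least 10% and every replicate at or above 10%; inconclusive = only one of the two criteria met; inactive = mean below 10% and not all replicates reach 10%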;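 note: 0% = median of on-plate neutral control wells and 100% = ellipticine 6 µM median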
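material = 68-5-11 XiGFP fibroblast line | medium = DMEM plus 5-aza-dC sensitizer | schedule = 3 days compound exposure | benchmarks = positive control ellipticine, 6 µM final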
LGR2 inh – inhibitors of bursicon-induced LGR2 CRE-luciferase signal, primary screen, cell-based, HEK293, CRE-luciferase reporter, bursicon stimulation | Drosophila bursicon receptor LGR2 (rickets) | bursicon-stimulated, 4 h | inhibition, % at 9.99 µM | 380,000 compounds, 0.35% hits;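 active = drop in luminescence signal, shown as inhibition above about 50% in the replicate tests, limit read from the data, passing the limit was not always enough; inconclusive = probably only some replicates passing the limit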;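 note: agonist challenge used bursicon conditioned medium at about half maximal strength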
SIRT5 block – SIRT5 desuccinylase inhibitors, primary screen, biochemical, fluorescence imaging, single point, set 5 | inhibition, % at 15 µM | 330,000 compounds, 1.1% hits | Purified SirT5, succinyl-peptide AMC, trypsin-coupled fluorescence | NAD-dependent protein deacylase sirtuin-5, mitochondrial (Homo sapiens), Q9NXA8; in the data active = inhibition above about 15%; inconclusive = no clear call, values can overlap the other calls
Target sequence (Q9NXA8 whole entry, looked up): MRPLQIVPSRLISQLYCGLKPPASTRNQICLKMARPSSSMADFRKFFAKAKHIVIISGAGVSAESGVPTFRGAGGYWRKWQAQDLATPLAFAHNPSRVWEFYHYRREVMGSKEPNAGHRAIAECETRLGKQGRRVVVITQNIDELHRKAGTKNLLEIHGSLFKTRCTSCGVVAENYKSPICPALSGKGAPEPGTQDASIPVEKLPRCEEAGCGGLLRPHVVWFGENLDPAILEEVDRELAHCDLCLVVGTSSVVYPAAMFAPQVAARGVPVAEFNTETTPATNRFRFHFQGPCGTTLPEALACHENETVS
PGC1a acetyl inh – inhibitors of PGC1a acetylation signal, primary screen, cell-based, U2OS, AlphaScreen, inhibitor mode; 350,000 compounds, 0.17% hits; AlphaScreen anti-acetyl-lysine; with virally co-expressed GCN5 acetyltransferase; inhibition, % at 15.6 µM; AID 651687, 2012;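 active = every replicate shows inhibition of at least 40%; inconclusive = mean inhibition at least 40% but some replicate below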;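 note: 0% = neutral control wells and 100% = positive control wells; some results beyond the cut were filed as inactive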
ERAP1 HTS inh – human ERAP1 aminopeptidase inhibitors, primary screen, biochemical, single point, plate reader | inhibition, % at 10.7 µM | recombinant ERAP1, Leu-AMC fluorescence, 60 min | AID 652197, 2013 | 340,000 compounds, 0.15% hits;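 active = mean replicate inhibition of at least 30%, or all replicates individually reaching that 30% level; inactive = mean below 30% and not every replicate reaching it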;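 note: 0% = neutral control wells and 100% = L-leucinethiol positive control wells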
Active calls of the source: *; ? = inconclusive; . = not tested or not shown; & = joins results of further samples.

structure	S100A4 MyoIIA	C2C12 statin	Cneo AK release	Xi reactivation	LGR2 inh	SIRT5 block	PGC1a acetyl inh	ERAP1 HTS inh
O=C(COc1ccccc1Cl)NC(=S)Nc1cccc(NC(=O)c2ccccc2Cl)c1	1	-13	-2	.	3	2	7	0
C[C@H](NC(=O)[C@H]1[C@H](CO)[C@H]2Cn3c(cccc3=O)[C@@H]1N2C(=O)C1CCCC1)c1ccccc1	-3	2	2	0.0	7	3	.	2
OCCN(Cc1ccccc1)c1ncnc2sccc12	5	3	0	0.6	-16	-1	3	5
S=C(NC1CCCCC1)NC1CC2CCC(C1)N2Cc1ccccc1 (configuration not stated)	3	-17	.	0.1	-11	-1	-3	-3
CC(Oc1ccccc1)C(=O)N1CCN(S(=O)(=O)c2ccc(OC(F)(F)F)cc2)CC1 (configuration not stated)	33	5	1	0.1	-13	.	2	2
COc1ccc(-c2csc(C(O)c3ccc(F)cc3)n2)cn1 (configuration not stated)	0	10	0	0.1	-51	.	.	2
COc1ccc(CNC(=S)NCc2ccc(OC)cc2)cc1	0	3	.	0.1	-1	-2	-1	-2
O=[N+]([O-])c1cccc(S(=O)(=O)Nc2ccc(-c3ccc(N4CCCC4)nn3)cc2)c1	5	0	0	0.1	-11	7	6	-3
CCCc1cc(C(=O)N2CCCC(C(=O)c3ccc(Cl)cc3)C2)n(C)n1 (configuration not stated)	2	-6	0	0.5	-11	2	-9	-6
C=C(C)CNC(=S)N1CCN(C(c2ccccc2)c2ccccc2)CC1	1	7	-1	0.0	-3	-3	-4	-1
O=C(NCc1ccncc1)C(=O)NCC1OCCN1S(=O)(=O)c1ccc(Br)cc1 (configuration not stated)	-3	.	-2	0.2	-7	1	-12	1
COc1ccc(S(=O)(=O)Cc2ccc(C(=O)NC3CCC(C)CC3)o2)cc1 (configuration not stated)	-7	-8	-2	0.1	9	-2	.	0
COc1cc(C(=O)NC(=S)Nc2ccc([N+](=O)[O-])cc2C)cc(OC)c1OC	3	-19	0	0.2	12	1	-4	0
CC(C)N1C(=O)CCC1C(=O)NCc1ccco1 (configuration not stated)	9	.	.	-0.1	0	1	-6	-1
C[C@@H]1CN([C@@H](C)CO)C(=O)c2cc(NC(=O)Nc3ccc(F)cc3)ccc2O[C@H]1CN(C)C	1	9	-1	0.4	-7	0	-2	1
COc1ccc(/C=C/C(=O)OCC(=O)Nc2cc(C(F)(F)F)ccc2Cl)cc1	0	.	.	0.5	1	-7	.	1
c1cnc(N2CCN(Cc3ccc4c(c3)OCO4)CC2)cn1	-2	.	.	0.1	-5	12	2	-3
COc1ccc(-c2csc(C(O)c3ccc(F)c(OC)c3)n2)cn1 (configuration not stated)	-18	10	-2	-0.2	10	.	.	-2
Cc1ccc(C)c(S(=O)(=O)N2CCCC2CNC(=O)C(=O)NCCN2CCOCC2)c1 (configuration not stated)	-6	1	2	-0.7	11	0	2	-1
COc1ccc(CNC(=O)C[C@@H]2C[C@H]3c4cc(NC(=O)C5CCC5)ccc4O[C@H]3[C@@H](CO)O2)cc1	-2&-6	7	-1	0.2&0.3	-3&2	0&-3	6&-1	9&-2
COc1ccccc1S(=O)(=O)c1ccccc1[N+](=O)[O-]	-1	4	-3	0.0	4	1	-3	0
CN(CC1CCOCC1)C(=O)CC1C(=O)NCCN1Cc1ccccc1F (configuration not stated)	4	1	-1	0.0	12	0	-3	-1
CCC(CC)NC(=O)/C=C/c1cccc([N+](=O)[O-])c1	-2	.	.	0.7	-3	0	.	4
O=C(/C=C/c1cccnc1)c1ccc(F)c(F)c1	-4	-1	-1	0.1	-2	-9	.	-5
CCCOc1cccc(C2C(C(=O)c3cccs3)=C(O)C(=O)N2Cc2cccnc2)c1 (configuration not stated)	0	.	1	-0.1	-7	-2	5	2
Fc1ccc(Nc2nc(-c3ccncc3)nc3ccccc23)cc1F	3	-14	2	0.0	2	0	-2	8
CCOc1ccc(NC(=O)CN(C)C(=O)CCC2CCCCC2)cc1OCC	-3	-3	-1	0.1	-14	1	-24	1
Cc1cc(OC(C)C(=O)NCC2CCC(C(=O)O)CC2)c2c(C)cc(=O)oc2c1 (configuration not stated)	-4	4	5	.	5	-18	16	-3
O=C(NCCCc1ccccc1)c1cc(COc2ccc(F)cc2Cl)on1	0	5	-2	0.1	1	-2	-2	0
CC(C)CCNC(=O)C(NS(=O)(=O)c1ccc2c(c1)c(=O)n(C)c(=O)n2C)c1ccccc1 (configuration not stated)	2	-5	-1	0.3	-10	-1	-7	1
CCc1nc(NCCC(C)C)c2nnn(Cc3ccccc3)c2n1	1	16	1	0.2	9	-6	0	0
CC(C)NC(=O)c1ccc2c(c1)N(CC(=O)Nc1ccccc1F)C(=O)C(C)(C)O2	0	0	0	0.2	-3	-2	1	2
COc1ccc(CN(C)C[C@@H]2OCCCC[C@H](C)Oc3ccc(NC(=O)C4CCCCC4)cc3C(=O)N([C@@H](C)CO)C[C@@H]2C)cc1	1	.	-6	0.0	20	10	-10	4
Cc1ccc(-c2nnc(NC3CCCC3)s2)cc1	1	-12	-1	0.1	-65	-5	.	1
COc1ccc(CN2CCC(Cc3ccccc3)CC2)c(C)c1C	-2	3	0	0.1	-5	-7	-12	0
CCn1c(=O)c(=O)[nH]c2cc(C(=O)Nc3ccc(S(=O)(=O)N4CCCC4)cc3)ccc21	-19	0	4	.	-28	-7	.	0
Cc1c(Cl)c(C(F)F)nn1CC(=O)NC1C(=O)N2C(C(=O)O)=C(CSc3nnnn3C)CSC12 (configuration not stated)	-5	.	.	-0.1	14	-2	.	1
CC(C)Cc1n[nH]c(=O)[nH]1	.	19	4	.	14	.	-8	.
CC1Cc2ccccc2N1C(=O)COC(=O)c1ccc(Cl)nc1 (configuration not stated)	3	.	.	0.0	0	-2	-8	-2
COc1ccc(CNC(=O)C[C@@H]2C=C[C@H](NC(=O)c3cccc(F)c3)[C@@H](CO)O2)cc1	-6	6	0	0.6	12	-3	4	1
CCOc1ccccc1C(=O)OCC(=O)NCC1CCCCC1	0	-15	-1	0.2	-17	1	1	22
Cc1noc(C)c1NC(=O)Nc1ccc2c(c1)C(=O)N([C@@H](C)CO)C[C@@H](C)[C@@H](CN(C)C(=O)c1ccccc1)OCCCC[C@@H](C)O2	?	.	-2	0.0	-14	-3	1	-1
C[C@@H]1CCCCO[C@@H](CN(C)C(=O)CCCN(C)C)[C@@H](C)CN([C@H](C)CO)C(=O)c2cc(NS(=O)(=O)c3ccccc3)ccc2O1	1	.	4	0.2	23	19*	6	0
COC(=O)c1ccc(CN2C(=O)NC(Cc3c[nH]c4ccccc34)C2=O)cc1 (configuration not stated)	-5	-2	0	0.1	-102	1	8	-2
CCc1nc2c(OCc3ccc(C#N)cc3)cccn2c1N(C)C(=O)c1ccc(C)cc1	1	-29	0	0.0	-4	1	4	-4
O=C(Nc1ccccc1N1CCCCC1)c1ccc(Cl)c([N+](=O)[O-])c1	-1	-7	1	0.1	7	-1	-6	1
CC(=O)c1ccc(OCC(=O)Nc2cccc(C(=O)Nc3c(C)n(C)n(-c4ccccc4)c3=O)c2)cc1	-47	14	1	0.0	6	-5	8	0
O=C(NCCc1c[nH]c2ccccc12)c1cc([N+](=O)[O-])cc([N+](=O)[O-])c1	-13	4	5	0.0	-1	-2	.	0
C[C@@H]1CN([C@H](C)CO)C(=O)c2cc(NC(=O)c3ccccc3)ccc2O[C@@H](C)CCCCO[C@H]1CN(C)C(=O)C1CCCCC1	0	.	55	0.2	0	8	13	3
CC(C)CN1CCN=C1N(C)C	0	8	1	0.5	-6	.	.	0
CC(OC(=O)c1ccc(S(=O)(=O)N2CCCCC2)cc1)C(=O)Nc1ccc(C(N)=O)cc1 (configuration not stated)	-5	-1	-2	0.1	-2	-2	-2	-3
COc1ccc(C(=O)COC(=O)C(CCSC)NC(=O)COc2ccccc2)cc1 (configuration not stated)	-5	-20	1	0.2	-5	0	.	1

One compound at a time, as listed above:
`CCOc1ccccc1C(=O)OCC(=O)NCC1CCCCC1` is entered as S100A4 MyoIIA = 0; C2C12 statin = -15; Cneo AK release = -1; Xi reactivation = 0.2; LGR2 inh = -17; SIRT5 block = 1; PGC1a acetyl inh = 1; ERAP1 HTS inh = 22
`COc1ccc(C(=O)COC(=O)C(CCSC)NC(=O)COc2ccccc2)cc1` (configuration not stated) is entered as S100A4 MyoIIA = -5; C2C12 statin = -20; Cneo AK release = 1; Xi reactivation = 0.2; LGR2 inh = -5; SIRT5 block = 0; PGC1a acetyl inh = .; ERAP1 HTS inh = 1

Compound activity as filed in PubChem.

This is a subset; rates above refer to the full screens.
